Bioassay records (PubChem)
A549 viability: A549 cytotoxicity, counter-screen for Nrf2 inhibitors; AID 504648; A549 ARE-Fluc cells, CellTiter-Fluor viability, 18-24 h; Potency, µM (doses to about 46 µM), for the others: at the top dose activity change, negative = cytotoxicity, actives largely listed as inhibitors; hit rate 0.16% among 390,000; further: potency means the concentration at half of the fitted maximal effect; on the % scale 0 is the no-effect control and ±100 the full control effect
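A549 ARE-Fluc cells in 5% FBS OPTI-MEM, 5000 cells/well, rested 2 h then exposed to compounds in concentration-response for 18-24 h at 37 °C. Viability by CellTiter-Fluor fluorescence (Ex 405/Em 525) after 30 min; luciferase luminescence (BugLite, 15 min, RT) read afterwards.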
pAkt inh: Akt phosphorylation inhibition. Neuro2A IGF-stimulated pAkt S473 HTRF, 20 min; active compounds read low. activity change, % for hits at 50 µM. hit rate 0.32% among 360,000; in the data active means activity change below about -80%; inconclusive means mostly about -51% to -80%; further: on the % scale 0 is the no-effect control and ±100 the full control effect
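Neuro2A cells (4,500/well, DMEM with 0.5% FBS) were treated with compound at a single 50 µM final concentration, stimulated with 6 nM IGF for 20 min at 37 °C, and lysed. Phospho-Akt Ser473 was read by HTRF as 665/615 ratio ×10^4.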
Nrf2 ARE act: activates Nrf2 signaling; hit rate 0.31% among 410,000; Potency, µM (doses to about 46.1 µM), without a hit: at the top dose activation, hits mostly activators; AREc32 ARE-luciferase reporter (MCF7-derived line), luminescence, 24 h; further: potency means the concentration at half of the fitted maximal effect; % of control where 0% means no effect; nearly all actives have a fitted effect of over 65% in size
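Steps: seed AREc32_Fluc cells (1000/well, 5% FBS OPTI-MEM); incubate overnight at 37 deg C; add 23 nL compound; incubate 24 hr; add Steady-Glo; hold 30 min RT; read luminescence.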
CCT modulator: modulators of cytosolic chaperonin (CCT/TRiC) activity; purified chaperonin ATPase assay, HTRF ADP detection, 30 min; activity change, % (no concentration beside the values), hits read low; hit rate 0.3% among 360,000; AID 651819; in the data active means activity change below about -30%; further: on the % scale 0 is the no-effect control and ±100 the full control effect
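Nucleotide hydrolysis assay: TRiC at 20–40 nM final (set by batch activity) with 10 uM ATP, 30 min at 37 °C, in presence of 76 uM compound. Detection by competitive ADP HTRF, 30 min ambient.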
TGFb SMAD3 inh: blocks TGF-b signaling; HepG2 CAGA-GFP TGF-b/SMAD3 reporter, GFP fluorescence, 18 h; TGF-beta stimulated, 500 pg/mL final; Potency, µM (top dose mostly 46.1 µM), for the others: top-dose activity, negative = inhibition, most hits filed as inhibitors; hit rate 1.2% among 410,000; AID 588855; further: potency means the concentration at half of the fitted maximal effect; on the % scale 0 is the no-effect control and ±100 the full control effect; nearly all actives have a fitted effect of over 65% in size
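Using HEPG2 CAGA-GFP reporter cells at 1000 cells/well, we pinned test compounds, stimulated with recombinant TGF-beta (500 pg/mL final) and measured total well GFP after 18 h.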
Mm-Cpn inhibitor: blocks the Methanococcus maripaludis chaperonin Mm-Cpn. purified Mm-Cpn ATPase, ADP Transcreener TR-FRET. Potency, µM (titrated, usually from 76.9 µM), for the others: top-dose activity, negative = inhibition, usual class: inhibitors. hit rate 0.031% among 330,000. AID 504842; further: potency means the concentration at half of the fitted maximal effect; on the % scale 0 is the no-effect control and ±100 the full control effect; nearly all actives have a fitted effect of over 80% in size
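Measured: ADP formation by purified Mm-CPN. Conditions: 25 nM protein, 10 uM ATP, Tris pH 7.4 with Mg2+, K+ and DTT, 37°C for 30 min. Detection: Transcreener HTRF after 30 min at room temperature.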
Nrf2 inh: Nrf2 pathway inhibition; A549 ARE-Fluc reporter, luciferase luminescence, 18-24 h; Potency, µM (highest dose often 46 µM), for the others: at the highest dose activity change, negative = inhibition, actives largely listed as inhibitors; hit rate 2.1% among 360,000; further: potency means the concentration at half of the fitted maximal effect; on the % scale 0 is the no-effect control and ±100 the full control effect; nearly all actives have a fitted effect of over 60% in size
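A549 ARE_Fluc cells (5000/well, 5% FBS OPTI-MEM) pre-incubated 2 h, then treated with compounds 18-24 h at 37C/5% CO2 in concentration-response. CellTiter-Fluor viability read first; BugLite luciferase luminescence after 15 min at room temperature gives Nrf2 activity.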
HepG2 viability: kills HepG2 cells in TGF-b inhibitor counter-screen. Potency, µM (titrated, usually from 46.1 µM), without a hit: at the top dose activity change, negative = cytotoxicity, usual class: cytotoxic. hit rate 0.76% among 410,000. HepG2 CAGA-GFP viability, ATP luminescence, 18 h. AID 588856; further: potency means the concentration at half of the fitted maximal effect; some results filed as inactive show a strong effect at the top dose
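HepG2 CAGA-GFP cells (1000/well, DMEM with 1% FBS) received compound, then TGF-beta at 500 pg/mL final, and were incubated 18 hours at 37 degrees C. Viability was read by CellTiter-Glo luminescence. Media-only wells were set as complete cell-killing and DMSO as no toxicity.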
Abeta yeast res: compounds reversing amyloid beta toxicity in yeast; yeast expressing A-beta42, growth rescue, OD600, 48 h; response scale: 0% DMSO, 100% iron-clioquinol control; Potency, µM (doses to about 46.1 µM), for inactives: at the top dose growth rescue, hits mostly activators; AID 1347071; hit rate 0.063% among 410,000; further: potency means the concentration at half of the fitted maximal effect; nearly all actives have a fitted effect of over 55% in size
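Yeast growth medium received pinned compounds, then yeast cells expressing toxic A-beta were added; plates incubated at 30 C for 48 hr. Growth read as absorbance at 600 nm, normalized to DMSO and equimolar FeCl3 plus clioquinol controls.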
Active calls of the source: *; i = inactive; ? = inconclusive; / = not tested or not shown; [ ] = another dose, or the depositor's remark. Unless noted, the call rests on the fitted dose curve; in most records, active means well fitted curve in the direction sought with a large enough effect; inconclusive means small, poorly fitted or top-dose-only effect, or another doubt; inactive means no such curve, though single readings can be large; an effect the other way counts as inactive or inconclusive.

Value order: Mm-Cpn inhibitor	HepG2 viability	TGFb SMAD3 inh	Nrf2 ARE act	Abeta yeast res	CCT modulator	A549 viability	Nrf2 inh	pAkt inh
> CC(C)[C@H](NC(=O)c1cccc(S(=O)(=O)N2CCOCC2)c1)C(=O)OCC(=O)Nc1cccc(Br)c1
→ /	-5.7%	-25.5%	0.4%	-4.7%	-0.9	3.9%	0.2%	i
> O=C(CC1SC(N2CCCC2)=NC1=O)Nc1ccc(C(=O)Nc2ncccc2O)cc1 (stereo not given)
→ 0.7%	-2.1%	?	15.8µM*	-13.4%	2.0	-1.4%	13.6%	i
> Cc1ccc(-n2c(=O)c3ccccc3n(CC(=O)C(C)(C)C)c2=O)cc1
→ 1.0%	-6.2%	-8.7%	-0.2%	-5.9%	-0.7	-9.4%	-11.4%	i
> COc1cc(OC)c(NC(=O)Cn2ncn3c(cc4cc(C)ccc43)c2=O)cc1Cl
→ /	4.3%	-0.3%	0.9%	-18.7%	/	0.0%	?	/
> CC(=O)c1c(N2CCOCC2)nc(=S)n(-c2ccc([N+](=O)[O-])cc2)c1C
→ 0.0%	10.4%	-1.6%	0.2%	-3.7%	-1.6	-12.8%	0.0%	i
> Cc1nc(NS(=O)(=O)c2ccccc2)sc1NC(=O)OCCN(C)C
→ 1.6%	8.3%	45.5%[activator]	-0.5%	?	1.1	-0.4%	7.2%	i
> Cc1nn(Cc2ccc(C(=O)N/N=C/c3ccncc3)o2)c(C)c1Cl
→ 0.8%	6.6%	103.2%[activator]	-0.6%	-2.7%	0.3	0.2%	-18.1%	i
> COc1ccc2c(CCNC(=O)Nc3ccccc3)c[nH]c2c1
→ 0.7%	-11.7%	-22.3%	2.2%	?	-1.4	10.4%	0.4%	i
> Nc1sc(-c2ccccc2)cc1C(=O)N/N=C/c1ccc(Cl)cc1
→ -7.7%	-17.3%	?	6.8%	-38.0%[inhibitor]	-2.1	-4.0%	16.5%	i
> Cc1ccc(C)c(NC(=O)N2CCN(C(=O)c3nsc4ccccc34)CC2)c1
→ /	9.2%	-16.6%	0.1%	11.9%	/	0.9%	/	/
> Cc1c(C)c2ccc(OC(C)C(=O)NCCN3CCOCC3)c(C)c2oc1=O (stereo not given)
→ -3.2%	15.5%	0.3%	-0.2%	-13.8%	-0.1	-1.8%	-5.9%	i
> O=C(N/N=C/c1ccc[nH]1)c1cc2ccccc2cc1O
→ -2.9%	-29.0%	-26.0%	-0.9%	16.0%	0.4	-15.9%	?	i
> Cc1cccc(C)c1NC(=S)NC(C)(C)CO
→ -0.1%	6.1%	8.3%	-0.4%	-14.9%	1.0	10.6%	16.2%	i
> O=C(NCc1ccco1)c1ccccc1NS(=O)(=O)c1ccc(Cl)s1
→ 0.2%	-48.6%	-26.0%	2.6%	-21.6%	1.1	-2.8%	?	i
> COc1ccc(CN(C)CC(=O)Nc2cccc(S(=O)(=O)N(C)c3ccccc3)c2)c(OC)c1
→ 0.2%	-33.1%	-15.2%	2.7%	0.1%	-2.7	-5.7%	-24.0%	i
> Cc1cc(F)ccc1NC(=O)C1CCN(C(=O)Nc2ccccc2)CC1
→ 3.4%	-0.1%	-16.5%	0.3%	-0.6%	2.0	-2.5%	1.7%	i
> COc1ccc(COC(=O)NC(C(=O)O)c2ccccc2)cc1 (stereo not given)
→ 0.7%	-1.4%	-1.7%	-0.1%	-11.7%	-2.6	5.5%	-3.0%	i
> CC12CCC(=O)N1C(C(=O)NCCN1C(=O)S/C(=C\c3ccccc3Cl)C1=O)CS2 (stereo not given)
→ -3.2%	-28.3%	-7.7%	5.1%	-10.7%	-1.9	1.8%	3.4%	i
> COc1ccc(-n2c(N)c(C(=O)NCc3ccco3)c3nc4ccccc4nc32)cc1
→ -2.9%	-33.1%	?	21.1%	13.3%	-0.4	-4.1%	?	i
> O=C(CCN1CCN(C(=O)c2ccco2)CC1)Nc1ccc(F)cc1
→ 1.8%	9.5%	17.0%	-1.0%	-0.5%	1.3	3.7%	/	i
> O=C1C(=O)N(Cc2cccnc2)C(c2ccccn2)/C1=C(/O)c1ccc(F)cc1 (stereo not given)
→ -0.7%	9.5%	-7.1%	-0.3%	19.3%	-1.0	-5.1%	7.3%	i
> O=C(CCSCc1ccc(Cl)cc1)NCc1cccnc1
→ 1.2%	8.2%	-2.3%	0.1%	6.8%	2.2	3.6%	-6.5%	i
> COc1ccc(NC(=O)c2cc(S(=O)(=O)N3CCCCCC3)cn2C)c(OC)c1
→ /	-0.3%	?	0.2%	-7.8%	/	0.3%	/	/
> O=C(CCc1nc(-c2ccccc2F)no1)NCc1ccco1
→ 0.5%	-4.6%	-7.1%	14.1%	2.3%	-1.3	-3.6%	3.7%	i
> COc1ccccc1N1CCN(c2nc3c(S(=O)(=O)c4ccc(C)c(C)c4)nnn3c3ccc(Cl)cc23)CC1
→ /	1.3%	9.8%	0.4%	-5.7%	/	0.6%	-2.7%	/
> Cc1nnc(NC(=O)CSc2nc3ccccc3[nH]2)s1
→ 0.7%	2.3%	1.2%	2.7%	5.9%	2.2	1.7%	-24.5%	i
> CCOC(=O)c1cc2sc(C)cc2n1C(C)C(=O)OCC (stereo not given)
→ 0.8%	9.4%	-16.2%	-0.4%	15.6%	-0.8	-8.5%	-20.2%	/
> CNC(=O)CSc1nnc(-c2ccco2)n1-c1ccc(C)cc1
→ -0.1%	3.5%	9.4%	0.3%	10.1%	1.5	-4.6%	-0.7%	i
> CC(C)CN1CCNC(=O)C1CC(=O)N(C)CC1CCOCC1 (stereo not given)
→ -0.9%	-0.9%	5.4%	-0.2%	-0.3%	-2.0	1.4%	2.0%	i
> Cc1ccc(C(=O)N[C@H](C(=O)OCc2nnc(-c3ccccc3)o2)C(C)C)cc1
→ -0.1%	-36.2%	-18.3%	2.8%	-14.0%	0.8	7.7%	4.0%	i

Some values from the results shown.
In Abeta yeast res, Cc1nnc(NC(=O)CSc2nc3ccccc3[nH]2)s1 is entered as 5.9%
In Abeta yeast res, Nc1sc(-c2ccccc2)cc1C(=O)N/N=C/c1ccc(Cl)cc1 is entered as -38.0%[inhibitor]

More compounds.
Value order: Mm-Cpn inhibitor	HepG2 viability	TGFb SMAD3 inh	Nrf2 ARE act	Abeta yeast res	CCT modulator	A549 viability	Nrf2 inh	pAkt inh
> Nc1[nH]c(C(=O)c2ccccc2)c(-c2ccccc2Br)c1C(=O)NCCc1ccc(Cl)cc1Cl
→ /	/	/	1.0%	-4.1%	-4.1	/	/	i
> CSc1ccccc1C(=O)Nc1ccccc1C(=O)N1CCCC1
→ 0.5%	-14.8%	0.9%	-0.2%	-7.6%	0.3	?	8.8%	i
> CCOc1cc(C2c3c(-c4ccccc4O)n[nH]c3C(=O)N2CCc2ccccc2)ccc1O (stereo not given)
→ /	-49.8%	?	5.2%	0.8%	/	0.6%	4.0%	/
> CCOc1ccccc1NC(=O)CSc1nnc2ccc(-c3ccncc3)nn12
→ ?	-6.2%	-2.8%	-0.4%	-5.9%	-3.3	-2.7%	6.1%	i
> O=S(=O)(NCc1ccccc1)c1cccc(S(=O)(=O)N2CCOCC2)c1
→ -2.8%	-14.6%	-2.2%	-0.3%	6.3%	-1.2	-2.8%	-6.6%	i
> CCSc1ncc(Cl)c(C(=O)Nc2ccccc2OC)n1
→ 0.5%	-36.5%	-12.3%	12.7%	-3.3%	0.1	1.8%	-5.5%	i
> COCCNc1nc(NCCOc2ccccc2Cl)c2sc(-c3ccccc3)cc2n1
→ /	14.1µM*	?	0.2%	-65.6%[inhibitor]	0.8	/	/	i
> Cc1ccc(N2CCN(/N=C/c3ccncc3)CC2)cc1
→ 2.2%	-17.6%	-12.4%	-0.2%	-8.5%	-0.1	-0.2%	?	i
> COc1ccc(Cc2noc(CN3CCN(Cc4csc(C)n4)CC3)n2)cc1OC
→ -1.2%	6.7%	3.3%	0.3%	4.8%	-1.5	1.3%	-1.0%	i
> CCS(=O)(=O)Nc1ccc(C2=NN(C(=O)c3ccco3)C(c3ccco3)C2)cc1 (stereo not given)
→ 1.0%	-13.7%	?	0.0%	-1.4%	-2.1	-27.1%	3.6%	i
> NC(=O)N/N=C/CCc1ccccc1
→ -3.9%	-175.4%	0.0%	2.7%	-13.4%	1.1	-0.6%	7.2%	i
> CN(NC(=O)c1ccccc1)C1=NS(=O)(=O)c2ccccc21
→ -0.4%	-6.4%	-28.9%	-0.2%	-7.4%	-1.8	4.8%	2.2%	i
> CC(C)Oc1cc(F)ccc1-c1cc(C(=O)Nc2cccc(Cl)c2)[nH]n1
→ /	-32.5%	?	-1.0%	-23.6%	0.5	/	/	i
> COCCn1c(=S)[nH]c2cc(C(=O)N3CCN(C4CCCCC4)CC3)ccc2c1=O
→ /	-31.9%	-20.5%	-0.4%	-1.5%	-3.6	/	/	i
> COc1ccc(C(C)(NC(C)=O)c2nc(-c3ccccc3OC)cs2)cc1 (stereo not given)
→ /	-23.1%	8.1%	-0.9%	-1.4%	-0.5	/	/	i
> CCOc1ccc(N/N=C(/C#N)C(N)=O)cc1
→ -5.9%	2.2%	1.8%	0.6%	-75.3%[inhibitor]	-0.8	?	1.9%	/
